# Source: PubChem BioAssay (several laboratories)
# GPR55 antagonists: inhibition of LPI-stimulated GPR55 beta-arrestin translocation – imaging, U2OS, beta-arrestin-GFP, LPI agonist, primary screen (AID 2013); U2OS GPR55 beta-arrestin-GFP translocation imaging, LPI antagonism; higher % means a stronger effect; inhibition, % at 10 µM; hits with a dose series show IC50 in µM; actives 0.13% (n = 290,000);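 active = spots per cell inhibited over 60%, with over 100 cells counted and total cytoplasm intensity under 500,000; inconclusive = wells with under 100 cells, flagged as likely toxic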;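 note: U2OS cells stably carrying GPR55 and arrestin-GFP stimulated by 5 µM LPI near EC80; imaged beta-arrestin-GFP aggregate spots per cell after agonist stimulation; plate controls were LPI-stimulated DMSO wells for no effect and DMSO wells without LPI for full effect; some results filed as inactive read as strong as hits; confirmed hits need IC50 under 10 µM and bright autofluorescent wells are also inconclusive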
# Siah-1 displacement: blockers of Siah-1 interaction with plectin peptide – biochemical, fluorescence polarization, rhodamine-plectin, uHTS, primary screen (AID 1817). Siah-1 / rhodamine-plectin peptide fluorescence polarization; higher % means a stronger effect. displacement, % at 20 µM; hits with a dose series show IC50 in µM. actives 0.02% (n = 290,000);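 active = displacement of at least 50% at 20 µM, with a fluorescence ratio check between 0.3 and a set limit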;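 note: plate controls were Siah plus tracer with DMSO for no effect and tracer alone without Siah for full effect; strong numbers were not always called active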
# GPR55 beta-arrestin: GPR55 agonists via beta-arrestin recruitment, primary screen, imaging, U2OS cells, beta-arrestin-GFP redistribution (AID 1961); U2OS GPR55 beta-arrestin-GFP redistribution imaging; higher % means a stronger effect; activation, % at 10 µM, or EC50 in µM where a hit was titrated; actives 0.048% (n = 290,000);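 active = activation above 40% with more than 50 cells counted in the well; inconclusive = wells holding fewer than 50 cells, flagged as toxic or sparse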;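 note: U2OS osteosarcoma cells stably expressing GPR55 and beta-arrestin-GFP; plate controls were DMSO negative control for no effect and LPI positive control for full effect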
# AID2073: disruptors of CaV2.2 binding to Mint1 – biochemical, HTRF (AID 2073); HTRF protein-protein interaction, Mint1-CaV2.2; higher % means a stronger effect; inhibition, % at 20 µM; hits with a dose series show IC50 in µM; actives 0.19% (n = 290,000); in the data active = inhibition mostly above about 51%, no sharp cut-off; inconclusive = no clear call, values can overlap the other calls; inactive = mostly below about 53%; note: some results filed as inactive read as strong as hits
# GPR35 arrestin U2OS: inhibition of zaprinast-stimulated GPR35 beta-arrestin translocation – imaging, U2OS, beta-arrestin-GFP, zaprinast agonist, primary screen (AID 2058). U2OS GPR35 beta-arrestin-GFP translocation imaging, zaprinast antagonism; higher % means a stronger effect. inhibition, % at 10 µM, or IC50 in µM where a hit was titrated. actives 0.052% (n = 290,000);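 active = inhibition of at least 50% with at least 30 cells and total cytoplasm GFP at most 10,000,000; inconclusive = under 30 cells or total GFP of 10,000,000 plus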
# HIV peptide binding: inhibitors of HIV fusion peptide binding, primary screen, biochemical, uHTS, fluorescence dequenching (AID 1986) | one-dose inhibition, % at 20 µM; IC50 in µM for titrated hits | cell-free peptide binding, fluorescence dequenching, 30 min; higher % means a stronger effect | actives 0.3% (n = 290,000); in the data active = inhibition mostly above about 52%, no sharp cut-off; inactive = mostly below about 76%; note: some results filed as inactive read as strong as hits
# UTI89 phage lysis: inhibition of K1F phage lysis, E. coli UTI89, bacterial capsule biogenesis inhibitors, alamar blue (AID 488966). actives 0.02% (n = 340,000). E. coli UTI89 K1F phage lysis, alamar blue, 2 h; higher % means a stronger effect. one-dose inhibition, % at 100 µM; IC50 in µM for titrated hits;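 active = phage lysis inhibition, versus mean bacterial control, above a set limit; inconclusive = no clear call, values can overlap the other calls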;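 note: capsule biogenesis inhibitors block K1F phage lysis so surviving cells raise fluorescence; higher fluorescence means more inhibition of phage lysis; actives were called in the ten point dose series up to 300 µM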
# NS5 inhibitors: flavivirus cap methylation enzyme inhibition – biochemical, confirmation dose response, primary screen (AID 588689); Dengue-2 NS5 methyltransferase capping enzyme assay, biochemical; higher % means a stronger effect; inhibition, % at 25 µM, or IC50 in µM where a hit was titrated; actives 0.3% (n = 340,000); in the data active = a potency from the dose series; inconclusive = inhibition above about 29% without an active follow-up result
# NTR1 ag: agonists of NTR1, primary screen, imaging, U2OS cells, beta-arrestin-GFP, high content (AID 493036); activation, % at 20 µM; NTR1-U2OS beta-arrestin-GFP spot imaging, agonist mode; P30989; actives 0.17% (n = 330,000);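 active = activation at or above 40% of the spot to cytoplasm intensity ratio, with at least 20 cells analyzed; inconclusive = wells under 20 cells, flagged as cytotoxic or low count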;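 note: 0% = DMSO without peptide and 100% = 100 nM NTR1 peptide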
# Target sequence (P30989 whole entry, looked up): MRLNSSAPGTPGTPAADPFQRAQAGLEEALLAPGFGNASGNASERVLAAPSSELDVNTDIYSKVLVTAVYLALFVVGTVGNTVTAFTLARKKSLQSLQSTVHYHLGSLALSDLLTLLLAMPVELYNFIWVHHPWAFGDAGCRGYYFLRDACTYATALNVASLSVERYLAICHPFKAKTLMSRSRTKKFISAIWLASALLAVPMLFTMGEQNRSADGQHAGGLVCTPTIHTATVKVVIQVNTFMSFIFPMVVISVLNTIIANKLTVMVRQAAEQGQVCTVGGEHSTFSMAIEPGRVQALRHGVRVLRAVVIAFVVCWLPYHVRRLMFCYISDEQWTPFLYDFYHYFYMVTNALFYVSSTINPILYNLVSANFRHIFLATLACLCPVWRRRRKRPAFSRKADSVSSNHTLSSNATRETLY
# NTR1 ag cell count 20 µM: second read-out of NTR1 ag, no call of its own (marks repeat the call); cell count; measured here: cell count, cytotoxicity flag
# Starred values were filed as active, the others as inactive; i = inactive; ? = inconclusive; · = no result given; [ ] = dose if it differs, or a comment. Hits appear at their usual frequency (roughly 1.2% active in at least one column).
SMILES	GPR55 antagonists	Siah-1 displacement	GPR55 beta-arrestin	AID2073	GPR35 arrestin U2OS	HIV peptide binding	UTI89 phage lysis	NS5 inhibitors	NTR1 ag	NTR1 ag cell count 20 µM
N#Cc1c(F)cccc1NCc1cccs1	0%	14%	-0.4%	7%	-9%	0.0%	0.7%	3%	-0.8	59
CN(CC#CC(O)(c1ccccc1)c1ccccc1)C(C)(C)C	-12%	-5%	0.7%	-7%	7%	0.1%	·	·	-0.5	51
COC(=O)C1=C(C)NC(=O)NC1c1ccc2c(c1)OCO2 (configuration not stated)	1%	-6%	-0.1%	15%	-5%	-1.7%	2.4%	-9%	0.1	58
Cc1ccc(S(=O)(=O)N(C)C)cc1NC(=O)COC(=O)c1c(C)noc1C	9%	0%	0.0%	3%	-3%	1.2%	2.4%	-4%	-1.7	86
CCOc1ccccc1CN1CCN(S(C)(=O)=O)CC1	9%	3%	-0.2%	2%	1%	3.1%	-0.1%	-1%	0.1	45
CC(C)n1cc(/C=N/Nc2ccc(C(=O)O)cc2)c2ccccc21	3%	-3%	0.0%	-2%	-8%	9.1%	1.2%	21%	-1.5	103
CCc1c(C)nc2ncnn2c1NC1CCCc2ccccc21 (configuration not stated)	-15%	7%	-0.1%	-21%	9%	-1.0%	-0.3%	-4%	3.1	56
CC(C)(C)c1nc[nH]c(=O)c1Br	6%	8%	0.1%	6%	10%	0.8%	0.8%[50 µM]	-4%	-0.3	36
O=C(O)CCCCc1nc2ccccc2s1	5%	-9%	0.6%	7%	-1%	1.4%	0.1%	-17%	1.3	41
OC(c1ccc(OCc2ccccc2)cc1)c1nnc(-c2ccccc2)o1 (configuration not stated)	-7%	-2%	-0.1%	0%	-1%	7.0%	-0.2%	-9%	1.2	50
CCC(C)NC(=O)c1cnn2c(C)c3c(nc12)CCCC3 (configuration not stated)	-13%	0%	-0.1%	15%	-30%	-3.0%	-1.9%	-17%	2.3	68
COC(=O)CSc1nc2ccc(C)cc2cc1C#N	-28%	-5%	-0.3%	8%	-1%	1.5%	2.6%	5%	1.2	46
O=C(O)CCC(=O)NNC(=O)c1ccc([N+](=O)[O-])cc1	3%	0%	-0.1%	-14%	1%	-1.1%	0.4%	-6%	0.9	51
COc1ccccc1/C=C/C=N/n1c(-c2ccccc2)n[nH]c1=S	-8%	-5%	-0.1%	-52%	13%	-1.5%	-0.1%[50 µM]	-6%	5.0	66
Cc1ccc2c(c1)nnn2C1CCN(S(=O)(=O)c2ccc3ccccc3c2)CC1	9%	8%	0.4%	8%	-8%	-1.5%	0.3%	0%	0.6	58
COc1ccc(S(=O)(=O)n2ccc(C(C)Oc3ccc(-c4ccccc4)c(F)c3)n2)cc1 (configuration not stated)	4%	-3%	-0.2%	0%	8%	-0.3%	-0.3%	-9%	0.4	75
COn1c(-c2ccc(C)cc2)nc2ncccc21	11%	0%	0.0%	12%	17%	2.4%	0.2%	-7%	-0.1	73
Cc1cc(C)cc(Nc2c3c(nc4ncnn24)CCC3)c1	3%	3%	-0.1%	-4%	7%	-1.1%	0.0%	-4%	-1.4	14
CC1CCCCC1n1c(=S)[nH]c2ccccc2c1=O (configuration not stated)	9%	-2%	-0.1%	-27%	-15%	-1.5%	1.1%	7%	29	83
COC(=O)c1ccccc1NC(=O)N1CCN(S(=O)(=O)c2ccc(Cl)cc2)CC1	3%	-4%	0.4%	-1%	9%	-1.7%	-0.4%	-7%	4.0	88
O=[N+]([O-])c1ccc(Sc2cccc3cccnc23)c2cccnc12	-3%	30%	-0.1%	3%	-6%	0.5%	0.1%	5%	4.8	37
COc1ccc(-c2nnco2)cc1OC	-4%	-2%	-0.3%	3%	17%	-1.0%	0.2%	-7%	-0.1	69
O=C(O)c1ccc(Cl)c(S(=O)(=O)NCc2ccco2)c1	2%	3%	-0.2%	-1%	8%	0.4%	0.5%	4%	0.2	49
Cc1nc(-c2ccc(NC(=O)c3ccco3)cc2)cs1	5%	3%	-0.1%	12%	-3%	-1.5%	0.2%	6%	0.1	96
C/C(=N\NC(=O)c1ccn(C)n1)c1ccc(NC(=O)c2cccc(F)c2)cc1	2%	-1%	0.4%	4%	7%	1.3%	0.1%	1%	0.6	61
CCc1nc2c(n1O)CCc1nonc1-2	-5%	0%	0.2%	6%	-2%	3.3%	2.7%	-6%	-2.0	48
O=C(O)CCn1c(SCCOc2ccccc2)nc2ccccc21	-7%	-4%	-0.3%	9%	6%	0.1%	-0.1%	0%	-0.6	67
CC1CCCC(C)N1/N=C/c1cccc(Br)c1 (configuration not stated)	11%	29%	-0.1%	8%	9%	-1.1%	0.0%	3%	-0.6	61
COc1cccc(C(=O)N/N=C2\SCC(=O)N2Cc2ccc3c(c2)OCO3)c1	9%	1%	-0.4%	3%	-15%	1.7%	0.2%	-8%	0.0	72
CCCN(Cc1ccco1)S(=O)(=O)c1ccc(OC)c(OC)c1	6%	-2%	0.0%	3%	-2%	2.1%	i	0%	-0.6	26
Cc1c(C)c2c(OCC(=O)N3CCC(C(=O)NCC(C)C)CC3)cc3c(c2oc1=O)CCC(C)(C)O3	9%	1%	-0.2%	38%	14%	2.1%	-0.2%	2%	1.2	60
COCCCn1nnnc1SCC(=O)N1CCN(C(=O)c2ccco2)CC1	-10%	-1%	-0.2%	?	7%	-0.9%	0.3%	-8%	0.3	36
COc1ccc(CC(=O)Oc2cc(C)[nH]c(=O)c2[N+](=O)[O-])cc1	-5%	0%	0.8%	-10%	3%	-1.1%	1.2%	-4%	·	·
COc1ccc(-c2csc(NC(=O)CC(C)C)n2)cc1	23%	6%	0.4%	-5%	4%	-2.1%	1.6%	-6%	-1.3	86
Cc1cccc(NC(=S)N(Cc2ccco2)C(C)c2cccs2)c1 (configuration not stated)	20%	-6%	0.1%	-11%	-5%	0.9%	-0.2%	5%	-0.2	61
COc1ccc(CCC(=O)NC2CCCc3ccccc32)cc1OC (configuration not stated)	0%	-5%	-0.1%	-12%	14%	-2.1%	0.4%	-7%	-1.2	45
Cc1cc(=O)oc(C)c1C(=O)NCCc1ccccc1	-3%	0%	0.2%	-3%	-6%	0.4%	0.9%	0%	-1.0	59
O=C(NC1CC1)C1=COCCO1	1%	3%	-0.1%	18%	1%	2.3%	0.2%	-7%	0.4	91
CCCNc1nc(Cl)nc(NCc2cccnc2)n1	2%	7%	-0.1%	3%	-17%	-2.7%	-0.1%	-5%	0.0	49
O=C(CSc1nnc(-c2n[nH]c3ccccc23)n1-c1ccccc1)Nc1cccc(Cl)c1	15%	0%	-0.3%	7%	-8%	1.2%	2.0%[50 µM]	-6%	21	61
Cc1ccc(S(=O)(=O)N(C)CC(=O)OCC(=O)NC(c2ccccc2)c2ccccc2)cc1	3%	5%	0.1%	-3%	-1%	-2.1%	0.2%	1%	-0.6	93
COc1ccccc1C(=O)NCC(=O)OCc1ccc(Br)cc1	-6%	4%	0.8%	-9%	-10%	1.1%	2.7%	-1%	-0.7	62
COCC(=O)NCc1ccc2c(c1)cc(C)n2C	0%	6%	-0.1%	7%	1%	11%	0.1%	-1%	1.1	71
Cc1ccccc1-c1nnc(-c2ccccc2C)o1	9%	27%	-0.2%	17%	-9%	-2.9%	2.7%	-11%	0.1	49
CCc1cccc(NC(=O)COc2ccccc2)c1	-3%	0%	0.0%	-2%	-4%	-0.6%	2.4%	2%	-1.3	53
O=[N+]([O-])c1nn(-c2ccc3c(c2)OCCO3)n(O)c1=NC1CCCC1	13%	-6%	-0.2%	-3%	5%	-2.9%	0.8%	1%	0.1	84
Cc1ccc(/C=C/C(=O)c2c(C)cc(C)[nH]c2=O)cc1	-4%	2%	0.3%	0%	2%	1.3%	2.3%	-6%	0.5	56
COc1cccc(C2c3[nH]c4ccccc4c3CCN2Cc2cnn(C)c2)c1 (configuration not stated)	-8%	8%	-0.3%	0%	0%	-0.5%	0.0%	5%	2.6	72
c1ccc2c(c1)OCCOCCOCCOCCOCCOc1ccccc1OCCOCCOCCO2	-2%	5%	-0.5%	6%	8%	-1.7%	2.6%	-2%	2.3	40
CCCCCC(O)(c1ccccc1)C(CN1CCOCC1)c1ccccc1 (configuration not stated)	16%	0%	0.0%	4%	-7%	-1.0%	-1.4%[50 µM]	2%	5.4	87
CCc1ncc(C(=O)c2ccc(OC)cc2)n1C	-4%	-4%	-0.2%	6%	-12%	1.4%	1.9%	1%	-0.8	40
CCn1c(SCC(=O)Nc2sc(C)c(C)c2C#N)nnc1C1CC1	2%	-5%	0.0%	-18%	-3%	-0.7%	-0.2%	1%	-2.9	68
Nc1nccnc1C(=O)N/N=C/c1ccco1	-7%	-7%	-0.2%	-3%	-21%	-2.9%	0.8%	-1%	0.0	60
Cc1nc2c(=O)n(-c3ccc(F)cc3F)nc(C)c2s1	12%	14%	-0.2%	-5%	6%	-0.4%	0.3%	-2%	0.8	46
COc1ccc(NC(=O)Cn2nc([N+](=O)[O-])c(Cl)c2C)cc1OC	2%	-1%	0.6%	15%	-2%	-1.4%	0.1%	-4%	0.0	55
CCOc1cc(/C=C2\SC(=N)N(c3nccs3)C2=O)ccc1OCCN1CCOCC1	14%	-13%	-0.2%	1%	-9%	21%	6.0%	3%	0.2	56
Cc1ccccc1OCC(=O)Nc1ccc2oc(=O)ccc2c1	-2%	-9%	-0.3%	6%	-8%	-0.7%	0.3%	-3%	1.7	70
COc1ccc(-c2cc(N)n(S(=O)(=O)c3ccc(C)cc3)n2)c(OC)c1	8%	-3%	-0.1%	5%	4%	6.8%	-1.2%	-3%	1.1	66
C=CCn1c(SCC(=O)NCc2ccc3c(c2)OCO3)nc2scc(-c3ccc(F)cc3)c2c1=O	-4%	0%	-0.1%	2%	7%	24%	0.6%	-3%	5.6	66
COc1ccccc1N(CC(=O)NCc1ccc2c(c1)OCO2)C(=O)CCC(=O)Nc1nccs1	0%	6%	-0.2%	3%	-1%	0.0%	0.2%	5%	-1.5	55
